Compound activity deposited in PubChem BioAssay by National Center for Advancing Translational Sciences (NCATS).
HP1b binding inh = blocks HP1-beta chromodomain binding to methylated histone tails; AlphaScreen HP1-beta / biotin-H3K9me3 peptide binding; Potency, µM (doses to about 114 µM), for inactives: at the top dose activity change, negative = inhibition, actives largely listed as inhibitors; 390,000 tested, 0.56% active; note: potency is the fitted concentration of half-maximal effect; nearly all actives have a fitted effect of over 70% in size; inactives centre near 23
Target sequence (P83916 whole entry, looked up): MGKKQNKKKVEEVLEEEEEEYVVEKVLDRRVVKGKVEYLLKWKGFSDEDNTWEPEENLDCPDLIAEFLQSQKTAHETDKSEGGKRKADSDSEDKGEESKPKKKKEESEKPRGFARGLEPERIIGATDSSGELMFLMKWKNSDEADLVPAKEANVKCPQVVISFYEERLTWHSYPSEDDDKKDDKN
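Compound inhibition of the preformed complex between 50 nM HP1-beta and 50 nM biotinylated H3K9me3 peptide was read by AlphaScreen. Buffer was PBS pH 7.4 with 0.01% Tween-20. Incubations ran 30 min at room temperature, with 10 ug/mL donor/acceptor beads.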
JMJD2A Tudor inh = inhibitors of human JMJD2A Tudor domain | O75164 | AlphaScreen JMJD2A-Tudor / H3K4me3 peptide binding | Potency, µM (titrated, usually from 114 µM), without a hit: top-dose activity change, negative = inhibition, most hits filed as inhibitors | 390,000 tested, 4.4% active; note: potency is the fitted concentration of half-maximal effect; % is set by controls: 0 for no effect and ±100 for the full control effect; nearly all actives have a fitted effect of over 50% in size
BAZ2B inh = BAZ2B (human) inhibition; Q9UIF8; AlphaScreen BAZ2B-H3K14Ac peptide displacement; Potency, µM (titrated, usually from 114 µM), inactives show at the top dose activity change, negative = inhibition, actives largely listed as inhibitors; 360,000 tested, 4.4% active; note: potency is the fitted concentration of half-maximal effect; % is set by controls: 0 for no effect and ±100 for the full control effect; nearly all actives have a fitted effect of over 60% in size
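Compounds, titrated to a top concentration of 110 uM, were incubated 30 min at room temperature with preformed BAZ2B/acetyl-K14 H3 peptide complex (50 nM each). Proximity signal was measured by AlphaScreen after 20 min with beads.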
Pin1 inhibitor = blocks the human prolyl isomerase Pin1; Q13526; Pin1 FP peptide displacement, HiFluor488, 10 min; Potency, µM (series often up to 115 µM), without a hit: at the highest dose activity, negative = inhibition, most hits filed as inhibitors; 390,000 tested, 0.009% active; AID 504891; active = well fitted inhibition curve with a large enough effect in the polarisation, with a control signal flat, not every such curve was filed as active; inconclusive = small, poorly fitted or top-dose-only effect, or effect the other way, or a change in a side signal; inactive = no such curve, though single readings can be large or run the other way; the % refers to the polarisation; note: potency is the fitted concentration of half-maximal effect; % is set by controls: 0 for no effect and ±100 for the full control effect
PGK inhibitor = inhibitors of T. brucei phosphoglycerate kinase | AID 602233 | Potency, µM (titrated, usually from 57.5 µM), for the others: at the highest dose activity change, negative = inhibition, usual class: inhibitors | 380,000 tested, 0.043% active | P07378 | PGK/GAPDH coupled, Kinase-Glo luminescence, 60 min; note: potency is the fitted concentration of half-maximal effect; % is set by controls: 0 for no effect and ±100 for the full control effect; nearly all actives have a fitted effect of over 60% in size
Target sequence (P07378 whole entry, looked up): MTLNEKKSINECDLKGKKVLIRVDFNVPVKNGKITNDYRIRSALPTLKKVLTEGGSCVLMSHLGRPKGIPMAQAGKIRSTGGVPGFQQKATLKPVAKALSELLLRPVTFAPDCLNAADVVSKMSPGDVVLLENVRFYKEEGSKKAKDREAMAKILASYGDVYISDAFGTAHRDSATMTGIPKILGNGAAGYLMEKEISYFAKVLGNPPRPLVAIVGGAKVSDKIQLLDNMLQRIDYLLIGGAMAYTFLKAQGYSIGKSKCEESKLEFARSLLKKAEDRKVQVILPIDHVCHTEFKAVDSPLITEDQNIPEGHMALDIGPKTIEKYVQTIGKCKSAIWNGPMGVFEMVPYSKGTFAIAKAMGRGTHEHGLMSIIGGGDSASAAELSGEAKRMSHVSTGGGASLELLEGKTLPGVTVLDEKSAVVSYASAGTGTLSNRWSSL
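Recombinant glycosomal PGK reaction used 1,3-bisphosphoglycerate generated in-well by GAPDH (100nM final) in 100mM TEA pH 7.6, 5mM MgCl2, 0.01% Tween-20. After 60 minutes at room temperature, ATP was read by Kinase-Glo Plus luminescence end-point.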
PI4K2A block = blocks human PI4K2A kinase activity; Q9BTU6; purified PI4K2A, ADP-Glo luminescence, 1 h; active compounds read low; activity change, negative = inhibition, % at 76.9 µM; 420,000 tested, 0.13% active; AID 1346378; in the data active = activity change below about -50%; inconclusive = mostly about -30% to -49%;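 note: -100% = wells without enzyme as full effect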
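ADP-Glo luminescence measured ADP generated by PI4K2A enzyme (4 ug/mL before mixing) with 1.2 mM PI substrate (pre-mix) and 300 microM ATP (pre-mix). Tris pH7.5 buffer with MgCl2, Triton X-100; 1 h reaction at ambient temperature.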
POLH inh = inhibitors of human DNA polymerase eta; recombinant Pol eta, fluorescent DNA replication assay; Q9Y253; 390,000 tested, 1.2% active; Potency, µM (top dose mostly 114 µM), for the others: top-dose activity change, negative = inhibition, most hits filed as inhibitors; note: potency is the fitted concentration of half-maximal effect; % is set by controls: 0 for no effect and ±100 for the full control effect
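Pol eta at 10 nM preincubated with compounds 15 min at room temperature; reaction started with fluorescent substrate (50 nM final) and read kinetically at 0 and 10 min.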
GLS inh = inhibitors of human glutaminase (GLS); 410,000 tested, 0.21% active; Potency, µM (titrated, usually from 45.5 µM), inactives show top-dose activity change, negative = inhibition, most hits filed as inhibitors; GLS enzymatic activity, qHTS titration; O94925; note: potency is the fitted concentration of half-maximal effect; % is set by controls: 0 for no effect and ±100 for the full control effect
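hKGA in 45 mM KH2PO4 (pH 8.2), 0.02% Tween-20 with compound, then 1mM L-Glutamine (stock as added) plus glutamate oxidase/HRP/Amplex red coupling mix. Fluorescence read initially and after 30 min at RT; signal change reflects glutamate formation.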
G9a block = inhibitors of human histone lysine methyltransferase G9a; Q96KQ7; G9a H3K9 monomethylation, AlphaScreen, 2 h; Potency, µM (top dose mostly 102 µM), for the others: top-dose activity, negative = inhibition, hits mostly inhibitors; 350,000 tested, 8.8% active; AID 504332; note: potency is the fitted concentration of half-maximal effect; % is set by controls: 0 for no effect and ±100 for the full control effect; nearly all actives have a fitted effect of over 75% in size
Target sequence (Q96KQ7 913-1193 limits assumed): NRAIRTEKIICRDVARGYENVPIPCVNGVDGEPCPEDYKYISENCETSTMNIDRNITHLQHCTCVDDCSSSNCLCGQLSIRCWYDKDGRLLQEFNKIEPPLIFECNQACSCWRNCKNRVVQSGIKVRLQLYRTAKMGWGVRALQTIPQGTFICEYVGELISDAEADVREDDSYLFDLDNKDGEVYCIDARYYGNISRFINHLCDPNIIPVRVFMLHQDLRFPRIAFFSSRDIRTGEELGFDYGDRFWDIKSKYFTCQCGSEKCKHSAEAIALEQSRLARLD
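AlphaScreen read-out: biotin-H3K9 peptide (500 nM) methylation by 20 nM enzyme with 20 uM SAM, 2 h at room temperature after 15 min compound preincubation; anti-monomethyl H3K9 antibody plus donor/acceptor beads, 10 min dark.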
* hit, by the source's call; i = inactive; ? = inconclusive; . = no result given; [ ] = another dose, or the depositor's remark. Unless noted, calls come from the whole dose curve; as a rule, active = well fitted curve in the direction sought with a large enough effect; inconclusive = small, poorly fitted or top-dose-only effect, or another doubt; inactive = no such curve, though single readings can be large; an effect the other way counts as inactive or inconclusive. A portion of the library; rates above refer to the full screens.

SMILES	HP1b binding inh	JMJD2A Tudor inh	BAZ2B inh	Pin1 inhibitor	PGK inhibitor	PI4K2A block	POLH inh	GLS inh	G9a block
COc1ccc(CC(=O)Nc2ccc(-c3nc4ccccc4s3)cc2Cl)cc1OC	-3%	-22%	-15%	34%[activator]	-5%	-11	-22%	0%	-46%[59 µM]
CCc1csc(CCNC(=O)C2CCC(=O)N(Cc3ccccc3F)C2)n1 (stereo not given)	10%	-11%	1%	0%	-3%	-3	-7%	6%	3%
Cc1ccc(C(C)C)c(OCC(O)CN(C)Cc2ccccc2)c1 (stereo not given)	36%	-22%	-1%	2%	-3%	1	-21%	7%	13%
O=C(CN1C(=O)COc2ccc(Cl)cc21)NCC1CCCO1 (stereo not given)	51%[activator]	7%	-21%	2%	-10%	-1	-1%	-1%	22%
Cn1cccc1-c1cc(C(=O)N/N=C/c2ccccc2Cl)[nH]n1	14%	-19%	?	-1%	2%	3	-13%	5%	?
COc1ccc(N2C(=O)CC(Sc3nccc(C)n3)C2=O)c(OC)c1 (stereo not given)	.	.	.	.	-5%	-2	-14%	-1%	.
CC(=O)Nc1nc(-c2ccccc2)ns1	16%	-6%	-1%	1%	-4%	-2	-1%	1%	-12%[59 µM]
CN(CC(=O)Nc1ccc(F)cc1)CC(=O)Nc1ccc(F)c(F)c1F	19%	-4%	.	-12%	6%	-7	4%	4%	-33%
CCCCN(CC)C(=O)/C=C/c1cccc([N+](=O)[O-])c1	-18%	-8%[11.4 µM]	4%	-2%	0%	1	-15%	-4%	15%
CC(=O)c1ccc(N2CCN(S(=O)(=O)c3c(C(=O)N4CCCC4)c(C)n(C)c3C)CC2)cc1	14%	-25%	-11%[57.1 µM]	-5%	i	0	-23%	5%	?
Cn1ccc2cc(S(=O)(=O)N3CCCC(C(=O)NCc4ccccc4)C3)ccc21 (stereo not given)	18%[57 µM]	-13%	0%	-7%	-10%	-2	-24%	5%	9%[59 µM]
CCCOc1ccc(N2C(=O)CC(NCC(=O)OCC)C2=O)cc1 (stereo not given)	27%	-10%	.	2%	3%	-1	7%	10%	.
COc1ccc(NC(=O)CN(c2cc(C)cc(C)c2)S(=O)(=O)c2c(C)noc2C)cc1	50%[activator]	-7%	7%	-6%	-2%	6	-7%	1%	-42%
C=CCN(CC=C)C(=O)c1cccc(OC2CCN(S(=O)(=O)N(C)C)CC2)c1	21%	-10%	-18%	-7%	-5%	2	0%	7%	?
CCN(CC(=O)Nc1ccc2c(c1)OCCO2)CC(=O)Nc1ccc(C)c([N+](=O)[O-])c1	-17%[57 µM]	?	.	0%	-3%	3	-16%	6%	.
O=C(COC(=O)/C=C/c1ccc(OC(F)F)cc1)Nc1ccc(N2CCOCC2)cc1	39%[activator]	-14%	1%	0%	-8%	2	-15%	-7%	-26%[12.7 µM]
O=C(Cn1c(=O)n(-c2ccc(Cl)cc2)c(=O)c2c3c(sc21)CCC3)c1ccc(F)cc1	22%	-8%	-1%	28%	-1%	-1	11%	-1%	-17%[59 µM]
COc1ccc(-n2c(Cn3c(=O)sc4ccccc43)nnc2SC)cc1	27%	-11%	-2%	-2%	-2%	2	-20%	0%	-8%[59 µM]
CC(C)(C)NCCC(O)c1cc(C(F)(F)F)nc2c(C(F)(F)F)cccc12 (stereo not given)	25%	-11%	.	-9%	17%	-1	-17%	4%	.
CC(C)(C)c1ccc(/C=C/C(=O)Nc2ccncc2)cc1	17%	16%	-11%	-2%	-6%	-5	-24%	9%	2%[59 µM]
O=C(Cc1c(F)cccc1Cl)NNC(=O)c1ccco1	20%	-3%	.	-3%	-8%	-3	-9%	-6%	.
O=C(NC(=S)Nc1ccc(Cc2ccncc2)cc1)c1ccccc1F	-14%	-31%	-21%	6%	-9%	-3	2%	-7%	79µM*
COC(=O)c1c(C(C)=O)cnc2ccc(Br)cc12	23%	-3%	-3%	0%	-1%	6	-17%	9%	?
Cc1ccc(Cn2c(CNS(=O)(=O)c3ccc(F)c(Cl)c3)nc3cccnc32)cc1	31%[57 µM]	-1%	-4%	22%	-4%	-6	-19%	1%	10%[59 µM]
COc1ccc(S(=O)(=O)Cc2ccc(C(=O)N3CCC(C(N)=O)CC3)o2)cc1	64%[activator]	-3%	7%	-2%	i	8	-12%	-9%	-17%
O=c1ccc(/C=C/c2ccccc2)nn1Cc1ccc(Cl)cc1Cl	55%[activator]	6%	7%	3%	4%	4	-11%	0%	4%
CC(=O)Nc1cccc2c1C(=O)NC2=O	24%	12%	-2%	-2%	-3%	-4	-14%	-19%	-31%[12.7 µM]
C/C(CC(=O)NCCc1ccccc1)=N\NC(=O)COc1ccc(Br)cc1	21%	-15%	-9%	3%	-4%	-4	-12%	-10%	20%
O=C(NCC1CCCO1)c1onc(CSc2cccc(Cl)c2)c1C(=O)O (stereo not given)	44%[activator]	-13%	-36%	-11%	-11%	5	-6%	3%	38%[0.501 µM]
CCOc1ccccc1-n1c(SCC(=O)Nc2ccc(CC)cc2)nc2n[nH]c(C)c2c1=N	46%[activator]	-4%	13%	0%	0%	-2	-7%	7%	-1%[59 µM]
Cc1ccc(C2=NCCn3c2c2ccccc2[n+]3[O-])cc1	-3%	-23%	3%	4%	-4%	0	-1%	-4%	22%[2.33 µM]
CCOCCc1nnc(NC(=O)CCC2CCCCC2)s1	35%	-2%	-14%	-3%	8%	3	-19%	-2%	-10%
CCCC(=O)N(Cc1cc2cc(OC)ccc2[nH]c1=O)c1ccccc1OC	.	.	.	.	4%	-1	-8%	1%	.
CC(C)NS(=O)(=O)c1ccc(CCC(=O)NCc2cccnc2)cc1	31%[activator]	-8%	.	3%	4%	2	-4%	21%	-10%[59 µM]
C=CCOC(=O)C1=C(C)N=C2SCCC(=O)N2C1/C=C/c1ccccc1 (stereo not given)	60%[activator]	-9%	-17%	11%	.	2	-22%	-6%	4%
CCOC(=O)c1nnn(-c2nonc2N)c1-c1ccccc1	33%	-13%	0%	0%	4%	-10	-3%	2%	45%[12.7 µM]
O=C(NC1CCCc2c1cnn2-c1ccccc1F)c1ccccc1N1CCOCC1 (stereo not given)	43%[activator]	-9%	-7%	2%	i	-2	-11%	2%	.
O=C1C(N2CCOCC2)=C(n2nnc3ccccc32)C(=O)c2ccccc21	?	-2%[11.4 µM]	10µM*	-2%	-6%	-16	45µM*	-6%	40µM*
Cc1cc(C)n(-c2ccc(C(=O)N3CCc4ccccc43)cc2)n1	25%	-19%	-15%	-5%	-2%	3	10%	10%	-5%
COc1cccc(CNC(=O)Cn2nc([N+](=O)[O-])c(Br)c2C)c1	33%	-10%	-2%	-3%	6%	-1	-13%	8%	9%
O=C(NCc1cccnc1)C(=O)NCC(c1ccco1)N1CCN(c2ccc(F)cc2)CC1 (stereo not given)	1%	-19%	-31%	-13%	-5%	2	-1%	21%	-4%[59 µM]
Cc1nc2ccc(Cl)cc2[nH]1	12%	-8%	.	-4%	-8%	2	-2%	5%	.
Cc1oc(-c2ccccc2Cl)nc1CS(=O)(=O)CC(=O)NC(C)CCc1ccccc1 (stereo not given)	42%[activator]	-7%	-6%	34%[activator]	i	0	-14%	-2%	?
CC(NC(=O)C12CC3CC(CC(C3)C1)C2)C(=O)N/N=C/C1=C(N2CCOCC2)C(=C\c2ccccc2)/CC1 (stereo not given)	14%	-21%	4%	9%	-13%	14	-16%	-13%	-2%[59 µM]
O=C(Nc1cc(C(F)(F)F)ccc1N1CCOCC1)c1ccc2ccccc2n1	55%	-7%	-6%	8%	-4%	2	-25%	-15%	?
COc1ccc(OC)c(C2C(C#N)=C(N)Oc3cc(C)n(Cc4ccccn4)c(=O)c32)c1 (stereo not given)	12%	-13%	3%	-2%	0%	4	-7%	18%	8%[59 µM]
CCC(C)(C)C1CCC2(CC1)NC(=O)N(CC(=O)N1CCN(S(=O)(=O)c3cc(C)ccc3C)CC1)C2=O (stereo not given)	4%	-19%	8%	?	-12%	-6	-7%	6%	6%
Cc1ccc(-c2nnc(Nc3ccc(Br)cc3)c3ccccc23)cc1S(=O)(=O)N1CCCCC1	33%	-5%	4%	34%[activator]	10%	-1	-6%	-3%	-3%[59 µM]
CS(=O)(=O)c1[nH]nc(-c2ccccc2Cl)c1C#N	47%[activator]	-9%	-5%	-9%	-9%	2	-9%	0%	-3%
CCC(NC(=O)c1cc(COc2cncc(Cl)c2)on1)c1ccncc1 (stereo not given)	14%	-13%	-29%	0%	-8%	-7	-5%	-3%	15%
COc1cc(C(=O)O/N=C(\N)c2ccc([N+](=O)[O-])cc2)cc(OC)c1OC	27%	-20%	-2%	-3%	-2%	3	13%	14%	25%[59 µM]
FC(F)(F)c1cc(Cl)c2nnc(-c3cccnc3)n2c1	17%	-1%	-3%	-7%	i	0	-8%	-5%	12%
C=CCOc1ccc(/C=C/C(=O)OCC(=O)NCCC2=CCCCC2)cc1	15%	-16%	5%	-1%	-6%	6	-17%	-6%	51%[activator]
O=c1nc2ccc(Cl)cn2c2ccc(S(=O)(=O)N3CCCCC3)cc12	24%[57 µM]	8%	-3%	?	6%	3	-3%	-10%	2%
COc1ccc2c(c1)c(=O)c(S(=O)(=O)c1ccc(F)cc1)cn2Cc1ccccc1Cl	37%	-12%	1%	-7%	-1%	-5	-19%	-2%	?
